MmCpn inh – inhibitors of Methanococcus maripaludis chaperonin (MmCpn). purified Mm-Cpn ATPase, ADP Transcreener TR-FRET. Potency, µM (doses to about 76.9 µM), for inactives: top-dose activity, negative = inhibition, most hits filed as inhibitors. 330,000 compounds, 0.031% hits. AID 504842; also: potency is read from the fitted curve at half-maximal effect; % is scaled to controls: 0 for no effect and ±100 for the full control effect; nearly all actives have a fitted effect of over 80% in size
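25 nM Mm-CPN + cpd, 10 min 37°C; + 10 uM ATP, 30 min 37°C; buffer 30 mM Tris pH 7.4, 100 mM KCl, 5 mM MgCl2, 1 mM DTT; Transcreener ADP HTRF detection 30 min RT.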
A549 tox – counter-screen for Nrf2 inhibitors: cytotoxicity in A549 cells; A549 ARE-Fluc cells, CellTiter-Fluor viability, 18-24 h; 390,000 compounds, 0.16% hits; Potency, µM (titrated, usually from 46 µM), for inactives: at the top dose activity change, negative = cytotoxicity, usual class: inhibitors; also: potency is read from the fitted curve at half-maximal effect; % is scaled to controls: 0 for no effect and ±100 for the full control effect
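A549 ARE-Fluc cells in 5% FBS OPTI-MEM, 5000 cells/well, rested 2 h then exposed to compounds in concentration-response for 18-24 h at 37 °C. Viability by CellTiter-Fluor fluorescence (Ex 405/Em 525) after 30 min; luciferase luminescence (BugLite, 15 min, RT) read afterwards.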
TGFb SMAD3 inh – TGF-b pathway inhibition; HepG2 CAGA-GFP TGF-b/SMAD3 reporter, GFP fluorescence, 18 h; TGF-beta stimulated, 500 pg/mL final; Potency, µM (series often up to 46.1 µM), for inactives: top-dose activity, negative = inhibition, actives largely listed as inhibitors; 410,000 compounds, 1.2% hits; AID 588855; also: potency is read from the fitted curve at half-maximal effect; % is scaled to controls: 0 for no effect and ±100 for the full control effect; nearly all actives have a fitted effect of over 65% in size
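HEPG2 CAGA-GFP cells (1000/well, DMEM with 1% FBS) were pre-incubated 2 h at 37 degrees C, given compound by pin tool, then stimulated with TGF-beta at 500 pg/mL final for 18 h before per-cell GFP fluorescence imaging.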
CCT modulator – modulators of cytosolic chaperonin (CCT/TRiC) activity; purified chaperonin ATPase assay, HTRF ADP detection, 30 min; 360,000 compounds, 0.3% hits; activity change, % (no concentration beside the values), hits read low; in the data active = activity change below about -30%; also: % is scaled to controls: 0 for no effect and ±100 for the full control effect
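ATPase activity: ADP formed was measured by HTRF Transcreener (665/615 nm ratio) after 30 min at 37 deg C with 10 uM ATP. Compounds screened at one 76 uM concentration against 40 or 20 nM TRiC in Tris pH 7.4/KCl/MgCl2/DTT buffer.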
Nrf2 activator – Nrf2 pathway activation; AREc32 ARE-luciferase reporter (MCF7-derived line), luminescence, 24 h; Potency, µM (titrated, usually from 46.1 µM), inactives show at the highest dose activation, hits mostly activators; 410,000 compounds, 0.31% hits; also: potency is read from the fitted curve at half-maximal effect; % of control where 0% means no effect; nearly all actives have a fitted effect of over 65% in size
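For detection, Steady-Glo was added and plates sat 30 min at RT; before that, AREc32_Fluc cells grown overnight in OPTI-MEM/5% FBS had been treated with 23 nL compound for 24 hr at 37 deg C.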
Nrf2 inh – inhibitors of Nrf2 signaling. Potency, µM (doses to about 46 µM), for inactives: at the highest dose activity change, negative = inhibition, usual class: inhibitors. A549 ARE-Fluc reporter, luciferase luminescence, 18-24 h. AID 504444. 360,000 compounds, 2.1% hits; also: potency is read from the fitted curve at half-maximal effect; % is scaled to controls: 0 for no effect and ±100 for the full control effect; nearly all actives have a fitted effect of over 60% in size
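In this cell-based qHTS, ARE-driven firefly luciferase in A549 cells reports Nrf2 activity; the luminescent signal after BugLite lysis is the measured value, with a prior CellTiter-Fluor read for cell health.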
EPAC2 antag – EPAC2 (human) antagonism; Q8WZA2; EPAC2 GEF exchange of Rap1B-BODIPY-GDP, fluorescence; Potency, µM (doses to about 114 µM), without a hit: at the highest dose activity, negative = inhibition, hits mostly inhibitors; 360,000 compounds, 0.18% hits; also: potency is read from the fitted curve at half-maximal effect; % is scaled to controls: 0 for no effect and ±100 for the full control effect; nearly all actives have a fitted effect of over 45% in size; many of its hits are not listed in these tables
Target sequence (Q8WZA2 whole entry, looked up): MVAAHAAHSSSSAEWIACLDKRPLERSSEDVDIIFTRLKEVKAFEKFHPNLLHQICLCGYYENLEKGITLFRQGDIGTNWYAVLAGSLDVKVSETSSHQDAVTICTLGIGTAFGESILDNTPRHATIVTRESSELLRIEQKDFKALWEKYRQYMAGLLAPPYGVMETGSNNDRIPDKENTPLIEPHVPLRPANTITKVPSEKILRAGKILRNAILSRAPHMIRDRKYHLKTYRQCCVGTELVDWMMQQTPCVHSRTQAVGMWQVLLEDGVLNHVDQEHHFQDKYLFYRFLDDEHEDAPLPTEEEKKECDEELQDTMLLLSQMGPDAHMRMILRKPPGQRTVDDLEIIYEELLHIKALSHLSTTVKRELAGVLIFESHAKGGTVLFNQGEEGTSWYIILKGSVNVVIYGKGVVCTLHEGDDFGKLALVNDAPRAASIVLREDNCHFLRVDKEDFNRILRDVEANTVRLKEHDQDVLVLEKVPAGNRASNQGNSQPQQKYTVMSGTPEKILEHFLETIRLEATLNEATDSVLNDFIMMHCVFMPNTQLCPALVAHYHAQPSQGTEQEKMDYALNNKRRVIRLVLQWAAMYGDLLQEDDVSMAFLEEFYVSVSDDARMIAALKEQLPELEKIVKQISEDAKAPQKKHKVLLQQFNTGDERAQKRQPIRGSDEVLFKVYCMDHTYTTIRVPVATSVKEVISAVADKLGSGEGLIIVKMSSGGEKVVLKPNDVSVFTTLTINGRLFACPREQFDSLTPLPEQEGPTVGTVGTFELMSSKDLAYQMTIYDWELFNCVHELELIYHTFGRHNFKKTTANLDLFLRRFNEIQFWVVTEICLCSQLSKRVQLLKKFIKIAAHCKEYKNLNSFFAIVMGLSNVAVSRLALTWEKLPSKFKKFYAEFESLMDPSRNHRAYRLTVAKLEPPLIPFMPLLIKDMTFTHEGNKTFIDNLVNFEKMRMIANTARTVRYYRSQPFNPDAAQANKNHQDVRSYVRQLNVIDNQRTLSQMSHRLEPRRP
Akt phos inh – Akt phosphorylation inhibition; Neuro2A IGF-stimulated pAkt S473 HTRF, 20 min; active compounds read low; AID 651550; 360,000 compounds, 0.32% hits; activity change, % for hits at 50 µM; in the data active = activity change below about -80%; inconclusive = mostly about -51% to -80%; also: % is scaled to controls: 0 for no effect and ±100 for the full control effect
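Neuro2A cells (4,500/well, DMEM with 0.5% FBS) were treated with compound at a single 50 µM final concentration, stimulated with 6 nM IGF for 20 min at 37 °C, and lysed. Phospho-Akt Ser473 was read by HTRF as 665/615 ratio ×10^4.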
EPAC2 ag – activates human EPAC2 exchange factor | 360,000 compounds, 0.079% hits | Q8WZA2 | Potency, µM (doses to about 154 µM), for the others: at the highest dose activation, most hits filed as activators | AID 720711 | EPAC2 activation, biochemical qHTS; response scale: 100% = 6.5 mM cAMP response; also: potency is read from the fitted curve at half-maximal effect; nearly all actives have a fitted effect of over 50% in size
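qHTS, titration series. 100 nM EPAC2 / 250 nM Rap1B-BODIPY-GDP / 50 uM GDP; RT; ex 480/em 540 nm, 5-min reads to 30 min. Norm. to 6.5 mM cAMP = activation.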
Starred values were filed as active, the others as inactive; i = inactive; ? = inconclusive; · = not tested or not shown; & = joins results of further samples; [ ] = dose if it differs, or a comment. Unless noted, calls follow the shape of the dose curve; as a rule, active = well fitted curve in the direction sought with a large enough effect; inconclusive = small, poorly fitted or top-dose-only effect, or another doubt; inactive = no such curve, though single readings can be large; an effect the other way counts as inactive or inconclusive.

Results follow in this order: MmCpn inh	A549 tox	TGFb SMAD3 inh	CCT modulator	Nrf2 activator	Nrf2 inh	EPAC2 antag	Akt phos inh	EPAC2 ag
> O=C(NCCSc1ccccn1)c1ccc(Cl)cc1
 : 1%	3%	-15%	3.1	-0.3%	?	-1%	i	6%
> COc1ccccc1NC(=O)CCNS(=O)(=O)c1ccc2c(c1)CCN2C(C)=O
 : 2%	7%	24%	-0.4	0.2%	-11%	1%	i	4%
> C=CCOc1ccc(/C=C2\SC(=S)N(CCC(=O)O)C2=O)cc1
 : -1%	-8%	?	-0.5	-1.9%	?	-10%	i	5%
> CNC(=O)Cn1nc(-c2ccc(Cl)cc2)c2ccccc2c1=O
 : 1%	3%&0%	10%&-2%	1.6	-0.2%&0.0%	2%&10%	7%	i	16%
> CS(=O)(=O)O/N=C1\CCCCC1c1ccc([N+](=O)[O-])cc1[N+](=O)[O-] (stereo not given)
 : 0%	2%	0%	0.3	3.4%	-2%	5%	i	16%
> CC1(C(=O)Nc2ccc3c(c2)OCCO3)CCN1C(=O)Cc1ccc(-c2ccccc2)cc1 (stereo not given)
 : ·	·	-16%	0.7	0.6%	·	8%	i	17%
> COCOCCn1cc(CN2CCS(=O)(=O)N(Cc3ccc(-c4ccc(OC)c(OC)c4)cc3)C(CC(C)C)C2=O)nn1 (stereo not given)
 : ·	·	18%	-2.5	3.2%	·	-4%	i	5%
> CC(C)(C)C(=O)Nc1cc(S(=O)(=O)N2CCCCC2)ccc1N1CCCCC1
 : 4%	-1%	?	-1.8	1.0%	?	-15%	i	12%
> Cc1ccc(S(=O)(=O)Nc2c(O)c3ccccc3oc2=O)cc1
 : 0%	0%	-22%	-0.6	0.8%	3%	11%	i	-1%
> Cc1cc(CC(C)C)n(-c2nc3ccccc3c(=O)n2OCC(=O)N(C)C)n1
 : 0%	0%	?	-0.8	5.0%	·	-3%	i	5%

The last four records of the section before are carried over, then new ones follow.
Results follow in this order: MmCpn inh	A549 tox	TGFb SMAD3 inh	CCT modulator	Nrf2 activator	Nrf2 inh	EPAC2 antag	Akt phos inh	EPAC2 ag
> COCOCCn1cc(CN2CCS(=O)(=O)N(Cc3ccc(-c4ccc(OC)c(OC)c4)cc3)C(CC(C)C)C2=O)nn1 (stereo not given)
 : ·	·	18%	-2.5	3.2%	·	-4%	i	5%
> CC(C)(C)C(=O)Nc1cc(S(=O)(=O)N2CCCCC2)ccc1N1CCCCC1
 : 4%	-1%	?	-1.8	1.0%	?	-15%	i	12%
> Cc1ccc(S(=O)(=O)Nc2c(O)c3ccccc3oc2=O)cc1
 : 0%	0%	-22%	-0.6	0.8%	3%	11%	i	-1%
> Cc1cc(CC(C)C)n(-c2nc3ccccc3c(=O)n2OCC(=O)N(C)C)n1
 : 0%	0%	?	-0.8	5.0%	·	-3%	i	5%
> O=C(NCc1ccco1)c1sc2ccccc2c1Cl
 : -2%	0%	0%	-1.9	?	?	9%	i	21%
> COC(=O)C1=C(C)NC(C)=C(C(=O)OC)C1c1ccc(OC(=O)c2ccco2)cc1
 : -2%	-10%	17%	-3.9	6.1%	-12%	4%[57.1 µM]	i	0%
> CSCCCNC(=S)N1CCN(c2ccc(C(C)=O)cc2)CC1
 : -4%	-7%	-4%	-1.9	4.7%	-24%	1%	i	4%
> COc1ccc(C(=O)C2CCCN(C(=O)Cn3ccc(C)n3)C2)cc1OC (stereo not given)
 : -1%	0%	-6%	1.9	1.2%	?	-5%	i	5%
> COC(=O)C1=C(C)N(CCCC(=O)O)C(=O)NC1c1ccccc1OS(=O)(=O)c1ccccc1[N+](=O)[O-] (stereo not given)
 : ·	4%	0%	-0.3	3.7%	0%	-4%	i	7%
> CCOC(=O)c1cnn(-c2ccccc2)c1NC(=O)c1ccc(C)cc1
 : 0%	-1%	4%	-2.9	-0.6%	6%	-4%	i	11%
> COc1ccccc1N1CCN(C(=O)c2cc3c(=O)n(C)c4ccccc4c3s2)CC1
 : ·	3%	-21%	·	3.5%	-19%	·	·	·
> COC(=O)c1cn(C(=O)c2cc(Cl)ccc2Cl)c2ccccc12
 : -3%	0%	8%	-6.1	0.3%	-7%	-3%	i	19%
> CC(Oc1ccc(Cl)cc1Cl)C(=O)Nc1ccncc1 (stereo not given)
 : 1%	-20%	-9%	2.0	-0.5%	?	1%	i	1%
> CCOC(=O)N/N=C(C)/C=C/c1ccco1
 : 1%	-7%	11%	0.0	16%	?	5%	i	0%
> COc1ccc(CN(C)C(=O)c2ccc(NS(=O)(=O)c3ccccc3)cc2)c(OC)c1
 : 1%	-11%	6%	-1.6	2.1%	-17%	-17%	i	-2%
> COc1cccc(-c2csc(N3CCN(C(=O)NC45CC6CC(CC(C6)C4)C5)CC3)n2)c1
 : -1%	-5%	-10%	-0.4	-0.2%	?	-6%	i	3%
> CCCCCCN1C[C@H](n2cc(-c3ccc(F)cc3)nn2)[C@@H](O)C[C@@H]1c1ccc(C)cc1
 : ·	·	?	-1.9	-5.9%	·	-19%	i	-11%
> CCC(=O)NC(=S)Nc1cccc(C(C)=O)c1
 : 0%	13%	9%	-0.6	4.4%	·	12%	i	4%
> CN(Cc1ccccc1)C(=O)CN1C(=O)NC(C)(c2ccc(Cl)cc2)C1=O (stereo not given)
 : 2%	3%	-30%	0.0	-0.1%	8%	-4%	i	8%
> Nc1ccc(S(=O)(=O)NC2(C(F)(F)F)NC(=O)N(Cc3ccccc3)C2=O)cc1 (stereo not given)
 : 0%	3%	3%	1.3	-0.1%	6%	13%	i	-3%
> Cc1c(N(C(=O)c2cnccn2)C2(C(=O)NC3CCCC3)CCCCC2)c(=O)n(-c2ccccc2)n1C
 : 2%	-1%	-1%	-2.4	-0.3%	5%	11%	i	-5%
> c1cncc(-c2cn(C[C@H]3CC[C@@H]([C@@H]4CC[C@H](Cn5cc(-c6cccnc6)nn5)O4)O3)nn2)c1
 : -1%	-8%	?	-1.2	-0.6%	-6%	9%	i	2%
> COc1ccc(NC(=O)C2CCCN(S(=O)(=O)c3ccc4c(c3)CCCN4C(C)=O)C2)cc1Cl (stereo not given)
 : 1%	-4%	?	-0.1	2.1%	16µM*	1%	i	10%
> COc1cccc(-c2nc(CS(=O)(=O)CC(=O)NCC(C)c3ccccc3)c(C)o2)c1 (stereo not given)
 : 2%	3%	?	-0.1	0.7%	-20%	4%	i	13%

(more compounds)
Molecule,MmCpn inh,A549 tox,TGFb SMAD3 inh,CCT modulator,Nrf2 activator,Nrf2 inh,EPAC2 antag,Akt phos inh,EPAC2 ag
Cn1c(SCC(=O)NCC2CCCO2)nnc1-c1ccco1 (stereo not given),?,0%,10%,1.5,-0.1%,-2%,-4%,i,8%
Cc1ccc(S(=O)(=O)c2ccc(Oc3cccc(C)c3)cc2)cc1,-1%,-1%,-3%,-2.9,0.2%,?,-1%,i,6%
CC(C)c1nc(SCC(=O)Nc2ccc3c(c2)OCCO3)n[nH]1,3%,3%,14%,-3.3,0.0%,6%,4%,i,4%
O=C(c1ccc2c3c(cccc13)CC2)C1CCCN(Cc2cccnc2)C1 (stereo not given),-5%,-1%,-4%,-12,2.8%,-7%,-2%,i,6%
COc1ccc(-c2noc(CN(C(=O)c3ccc(C)cc3C)C(C)C)n2)cc1,·,-4%,?,·,0.2%,-8%,·,·,·
CCn1c(=O)c2sccc2n2c(CCCC(=O)N3CCN(c4cc(Cl)ccc4C)CC3)nnc12,·,1%,?,·,-0.4%,-25%,·,·,·
COc1cc(/C=C/C(=O)O)cc(S(=O)(=O)Nc2ccc(F)cc2)c1OC,1%,0%,1%,-0.8,4.0%,5%,11%,i,5%
CCOC(=O)C1=C(O)/C(=C/c2cn(CC(=O)N3CCCC3)c3ccccc23)SC1=Nc1ccccc1,1%,-10%,8%,0.4,0.7%,?,11%,i,-12%
COc1ccc(C(=O)OCC(=O)N2C(C)CCCC2C)cc1[N+](=O)[O-] (stereo not given),2%,-3%,2%,-0.1,3.1%,9%,6%,i,5%
COCc1ccc(CN2CCCC(CO)(Cc3cccc(Cl)c3)C2)o1 (stereo not given),0%,-1%,0%,1.1,0.3%,-10%,-8%,i,-5%
COc1ccc([C@H]2C[C@@H](O)[C@H](n3cc(-c4ccc(F)cc4)nn3)CN2CC2CCCCC2)cc1,·,·,15%,-0.1,2.7%,·,-14%,i,-3%
CCN(CC)S(=O)(=O)c1ccc(/C=C/C(=O)OCC(=O)Nc2ccc(S(N)(=O)=O)cc2)cc1,-3%,0%,-5%,-1.1,-0.2%,1%,11%,i,-4%
CCN(CC)C(=O)C1=C(C)N(Cc2ccccc2)C(=O)C(CC(=O)NCCN2CCOCC2)C1 (stereo not given),·,·,7%,1.7,-0.6%,·,1%,i,-3%
O=C1NCCC/C1=N\Nc1ccc(Br)cc1,2%,0%,5%,3.4,8.4%,2%,14%,i,2%

Compound activity deposited in PubChem BioAssay by National Center for Advancing Translational Sciences (NCATS).

Some of the compounds tested, so the mix of outcomes need not match the whole.
